# Rab9 promoter act = Rab9 promoter activation | Huh7 Rab9 promoter-luciferase reporter, luminescence, 24 h | AID 485297 | Potency, µM (titrated, usually from 9.22 µM), inactives show at the highest dose activation, negative = inhibition, hits mostly activators | 320,000 compounds, 2.8% hits; note: potency is the fitted concentration of half-maximal effect; % of control where 0% means no effect; nearly all actives have a fitted effect of over 60% in size
#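 Huh7 cells stably carrying a Rab9 promoter-luciferase reporter, 1500 cells per well in OP-MEM I with 10% FBS, treated with compound 24 hours at 37C. Luciferase activity read by luminescence after 10 minutes with Amplite reagent.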
# Giardia kill = Giardia lamblia killing; activity change, % at 7.66 µM, hits read low; Giardia lamblia trophozoite viability; 340,000 compounds, 0.15% hits; in the data active = activity change below about -80%; inconclusive = between about -30% and that limit;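 note: parasites exposed to compound for two days anaerobically before the ATP read; % is set by controls: 0 for no effect and ±100 for the full control effect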
#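 Anaerobic 48 hrs incubation at 37 deg C of 100 trophozoites/well with test compounds; ATPLite 1-Step luminescence, 15-30 min RT, reports cellular ATP as viability.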
# BRCA1 expr up = activators of BRCA1 expression | AID 624202 | 380,000 compounds, 1.1% hits | Potency, µM (series often up to 46.1 µM), without a hit: at the highest dose activation, most hits filed as activators | MCF7-BRCA1-FFLuc reporter, luminescence, 48 h; response scale: scaled: vehicle 0%, 10 µM genistein 100%; note: potency is the fitted concentration of half-maximal effect; nearly all actives have a fitted effect of over 80% in size; some results filed as inactive show a strong effect at the top dose
#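 MCF7-BRCA1-FFLuc cells, 2000/well in phenol-red-free MEM, attached 2 h then treated 48 h at 37 C. Luciferase luminescence read 15 min after reagent; normalized to genistein maximum activation (10microM) and DMSO, concentration-response fitted.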
# NPC1 prom act = NPC1 promoter activation. Huh7 NPC1 promoter luciferase reporter, 24 h. Potency, µM (top dose mostly 9.22 µM), for inactives: at the top dose activation, hits mostly activators. 320,000 compounds, 2.4% hits. AID 485313;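 note: potency is the fitted concentration of half-maximal effect; % of control where 0% means no effect; nearly all actives have a fitted effect of over 60% in size; reporter is driven by a mutant NPC1 promoter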
#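 Quantitative HTS used a cell-based reporter: Huh7 cells stably bearing the NPC1 promoter upstream of luciferase were treated with compounds for 24 h, and promoter activation was read as luminescence.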
# Gal4-VP16 FLuc = inhibits Gal4-VP16 luciferase reporter, ROR gamma counter-screen | Drosophila S2 Gal4-VP16 UAS-luciferase, luminescence, 20 h | Potency, µM (highest dose often 53.6 µM), without a hit: at the top dose activity, negative = inhibition, usual class: inhibitors | 310,000 compounds, 3.5% hits | AID 2546;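 note: Gal4-VP16 expression switched on by copper sulfate through the metallothionein promoter; potency is the fitted concentration of half-maximal effect; % is set by controls: 0 for no effect and ±100 for the full control effect; nearly all actives have a fitted effect of over 50% in size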
# p53 reactivation = mutant p53 re-activation in reporter cells; H1299 p53-A138V BP100-luciferase reporter, luminescence, 24 h; Potency, µM (doses to about 92.2 µM), without a hit: at the highest dose activity change, positive = activation, usual class: activators; 320,000 compounds, 0.063% hits; AID 504706; note: potency is the fitted concentration of half-maximal effect; % of control where 0% means no effect; nearly all actives have a fitted effect of over 45% in size
#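 H1299 (p53-null), stable ts p53-A138V + BP100-Luc; 1000 cells/well, Opti-MEM/10% FBS; cpd 4 pt, 1:5; 24 h, 37 deg C, 5% CO2; detection reagent 10 min RT; luminescence.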
# Menin MLL FP TR = inhibitors of human menin-MLL interaction, mutant MLL peptide | O00255 | Potency, µM (titrated, usually from 61.6 µM), without a hit: at the highest dose FP activity change, negative = inhibition, actives largely listed as inhibitors | 270,000 compounds, 0.23% hits | Menin + Texas Red MLL mutant peptide, fluorescence polarization; active = well fitted inhibition curve with a large enough effect in the polarisation, with a control signal flat, not every such curve was filed as active; inconclusive = small, poorly fitted or top-dose-only effect, or effect the other way, or a change in a side signal; inactive = no such curve, though single readings can be large or run the other way; the % refers to the polarisation; note: potency is the fitted concentration of half-maximal effect; % of control where 0% means no effect; many of its hits are not listed in these tables
# Target sequence (O00255 whole entry, looked up): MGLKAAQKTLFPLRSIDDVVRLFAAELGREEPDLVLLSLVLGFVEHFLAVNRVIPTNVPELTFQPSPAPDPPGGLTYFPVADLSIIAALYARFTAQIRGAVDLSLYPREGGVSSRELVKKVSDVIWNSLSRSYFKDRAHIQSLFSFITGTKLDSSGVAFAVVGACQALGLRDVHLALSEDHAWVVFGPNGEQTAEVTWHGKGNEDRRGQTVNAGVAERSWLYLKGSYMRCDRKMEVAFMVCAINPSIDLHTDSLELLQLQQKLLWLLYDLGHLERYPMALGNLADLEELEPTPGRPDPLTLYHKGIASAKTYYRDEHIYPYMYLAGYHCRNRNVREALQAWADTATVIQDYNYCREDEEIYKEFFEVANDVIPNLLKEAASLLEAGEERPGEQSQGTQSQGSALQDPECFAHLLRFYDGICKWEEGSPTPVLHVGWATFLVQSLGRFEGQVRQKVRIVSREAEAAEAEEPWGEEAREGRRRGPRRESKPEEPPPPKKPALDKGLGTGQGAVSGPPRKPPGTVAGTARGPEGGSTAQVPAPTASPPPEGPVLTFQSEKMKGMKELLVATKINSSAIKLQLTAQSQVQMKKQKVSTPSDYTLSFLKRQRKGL
# FLuc modulator = inhibits or activates purified firefly luciferase, miR-21 counter-screen; Potency, µM (highest dose often 57.5 µM), for the others: at the top dose activity change, negative = inhibition, actives largely listed as inhibitors; P08659; 360,000 compounds, 6.9% hits; purified FLuc, Km substrates, luminescence inhibition;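 note: potency is the fitted concentration of half-maximal effect; plate controls were vehicle for no effect and reference inhibitor for full effect; nearly all actives have a fitted effect of over 55% in size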
#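 Biochemical qHTS of compounds, final roughly 60 µM downward over six points, against 10 nM purified firefly luciferase using Km concentrations of substrates (10 uM D-luciferin, 10 uM ATP) in Tris acetate pH 7.5 buffer; luminescence output.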
# RORgamma inh = ROR gamma (mouse) transcription inhibition | P51450 | Drosophila S2 Gal4-RORgamma UAS-luciferase reporter, 20 h | Potency, µM (doses to about 53.6 µM), for the others: at the top dose activity change, negative = inhibition, most hits filed as inhibitors | 310,000 compounds, 5.4% hits; note: potency is the fitted concentration of half-maximal effect; % is set by controls: 0 for no effect and ±100 for the full control effect; nearly all actives have a fitted effect of over 60% in size
#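 Luminescence from a UAS-regulated Photinus luciferase reporter in stably transfected Drosophila Schneider cells is measured; decreased signal marks ROR gamma inhibition. Fusion expression is induced by 700 uM copper sulfate for 20 hr.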
# ELG1 genotoxic = genotoxicity induction in ELG1-luciferase HEK293T cells. HEK293T ELG1-luciferase reporter, luminescence, 16 h. Potency, µM (highest dose often 46 µM), for inactives: at the top dose activity change, positive = activation, actives largely listed as activators. 330,000 compounds, 1.3% hits. AID 504466; note: potency is the fitted concentration of half-maximal effect; % of control where 0% means no effect; nearly all actives have a fitted effect of over 60% in size
#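 HEK293T cells expressing luciferase-tagged ELG1 were treated with compound or DMSO for 16 hr at 37°C. Luciferase activity was then read after 30 min with ONE-Glo at room temperature; rising signal flags genetic stress.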
# PKM2 activator = PKM2 (human) enzyme activation. purified PKM2, Kinase-Glo ATP luminescence, activation; response scale: 0% is enzyme alone, no compound. Potency, µM (top dose mostly 57.5 µM), for the others: top-dose activation, actives largely listed as activators. 260,000 compounds, 0.34% hits. AID 1631; note: potency is the fitted concentration of half-maximal effect; % is set by controls: 0 for no effect and ±100 for the full control effect; nearly all actives have a fitted effect of over 55% in size
#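 hPK-M2, >95% pure; 0.1 mM ADP / 0.5 mM PEP final; imidazole pH7.2 buffer w/ 7 mM MgCl2, 50 mM KCl; 1 h RT; Kinase-Glo lum. Intermediate enzyme activity for dual inhibitor/activator qHTS.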
# * hit, by the source's call; ? = inconclusive; · = no result given; & = joins results of further samples; [ ] = remark or other dose. Unless noted, calls come from the whole dose curve; as a rule, active = well fitted curve in the direction sought with a large enough effect; inconclusive = small, poorly fitted or top-dose-only effect, or another doubt; inactive = no such curve, though single readings can be large; an effect the other way counts as inactive or inconclusive. This is a subset; rates above refer to the full screens.
item	Compound	Rab9 promoter act	Gal4-VP16 FLuc	p53 reactivation	BRCA1 expr up	PKM2 activator	RORgamma inh
1	Brc1c(CSc2nncn2-c2ccccc2)nc2sccn12	9%	-11%	-3%	9%	-17%	-3%
2	CCCC(=O)Nc1ccc(C(=O)NNC(=S)NC(=O)c2cccs2)cc1	-3%	-22%	0%	-26%	-2%	10µM*
3	CCC(C)NC(=O)C(NS(=O)(=O)c1cccc2nsnc12)c1ccccc1 (configuration not stated)	4%	-11%	15%	1%	-2%	19%
4	CC(C)OC(=O)/C(C#N)=C/c1ccc(-c2ccc(SC(F)F)cc2)o1	-11%	-28%	10%	-39%	1%	5%
5	Cc1ccc(S(=O)(=O)CCC(=O)Nc2nc(-c3cccnc3)cs2)cc1	0%	-4%	-7%	0%	·	4%
6	CCc1ccc(N2CC(C(=O)Nc3ccc(S(=O)(=O)N4CCOCC4)cc3)CC2=O)cc1 (configuration not stated)	0%	·	-4%	-26%	·	·
7	CN1C(=O)N(C)C(NC(=O)Nc2ccccc2)C1NC(=O)Nc1ccccc1 (configuration not stated)	1%	3%	0%	-13%	1%	-20%
8	C#CCOC(=O)c1cc(Cl)c(=O)n(Cc2ccc(Cl)cc2Cl)c1	-6%	-3%	-6%	-11%	·	7%
9	CC1(C)CC(NC(=O)C2CCC(=O)N(Cc3ccccc3F)C2)CC(C)(C)C1 (configuration not stated)	?	·	·	0%	0%	·
10	CCOC(=O)c1nnn(CC(=O)NC(=O)Nc2cccc(CC)c2)c1C(=O)OCC	0%	-26%	-3%	25%	5%	20%
11	CCOc1ccccc1C1NC(=O)NC(C)=C1C(=O)OCc1ccco1 (configuration not stated)	-2%	-8%	-5%	1%	-2%	-7%
12	CC(C)c1ccc(-c2nc(N3CCCCCC3)nc3n[nH]c(N)c23)cc1	0%	3%	7%	-22%	0%	0%
13	Cc1nnc(SCC(=O)NCc2ccco2)n1-c1ccccc1	7%	-5%	1%	9%	-7%	8%
14	CCc1oc(C(=O)O)cc1CN(CC)CC	·	9%	·	-9%	3%	-1%
15	COc1ccccc1CNC(=O)C1CCN(S(=O)(=O)c2ccc3c(c2)CC(C)N3C(C)=O)CC1 (configuration not stated)	1%	-4%	-5%	-8%	5%[0.46 µM]	0%

item	NPC1 prom act	ELG1 genotoxic	FLuc modulator	Menin MLL FP TR	Giardia kill
1	-7%	1%	-1%	19%	-20
2	2%	-9%	-18%	·	-15
3	4%	0%	0%	5%	6
4	2%	6%	0%	1%	-7
5	6%	-3%[9.26 µM]	-2%	?	17
6	-2%	4%	-5%	·	-4
7	-4%	-1%	2%	2%	-6
8	-4%	-5%	-3%	27%	-9
9	26%	16%	?	-23%	17
10	2%	-5%	-1%&-13%	6%	-14
11	0%	0%	5%	-12%	7
12	-3%	9%	0%	·	5
13	0%	2%	0%	-1%	2
14	·	·	6%	-22%	-3
15	0%	-3%	3%	-23%	0

# More structures follow:
item	Compound	Rab9 promoter act	Gal4-VP16 FLuc	p53 reactivation	BRCA1 expr up	PKM2 activator	RORgamma inh
16	CC(C)N(C(=O)CN(C#N)c1nc(N(C)C)nc(N(C)C)n1)c1ccccc1	-2%	2%	6%	-23%	-2%	-29%
17	COc1ccc(OC)c(C2C(C(C)=O)=C(O)C(=O)N2c2ccc(O)cc2)c1 (configuration not stated)	1%	5%	0%	2%	7%	9%
18	COc1ccc(/C=C/C(=O)NCC(=O)N/N=C/c2ccc(OC)cc2)cc1	-7%	-12%	-4%	3%	0%	-19%
19	Clc1ccc(Cn2ncc3c(N4CCCCC4)ncnc32)cc1	-1%	?	6%	-5%	21%	?
20	O=C(COc1ccc(Br)cc1)NNC(=O)c1ccc(-n2cncn2)c([N+](=O)[O-])c1	-2%	·	0%	5%	·	·
21	COc1ccc(C2OC3=C(Nc4cc(C)c(C)cc4N3)C2=O)cc1 (configuration not stated)	2.8µM*	?	?	2.8µM*	0%	11%
22	Cn1c(NCCO)nc2c(c1=O)C1(CCCCC1)Cc1ccccc1-2	3%	-10%	3%	0%	?	-15%
23	O=C(Nc1ccc(OCc2ccccc2)cc1)c1cccs1	4.5µM*	-4%	·	?	-9%	?
24	CC(C)Nc1nc(NC(N)=S)nc(NC(C)C)n1	-1%	-4%	4%	-1%	-14%	?
25	Cc1c(C(=O)N(C)C2CC(C)(C)NC(C)(C)C2)oc2c(F)cccc12	0%	5%	14%	-27%	-2%	?
26	CCOC(=O)NC(=O)CSc1nnnn1-c1ccc(Cl)cc1	3%	2%	-4%	-6%	26%	-24%
27	COc1ccc2cc(C(=O)C3CCCN(C(=O)CCc4cnn(C)c4)C3)ccc2c1 (configuration not stated)	?	-12%	7%	85%	1%	?
28	O=C(O)c1cc(/C=N\O)ccc1OCc1ccccc1	-1%	-10%	4%	13%	10%	2%
29	O=C(CNC1CCCCCC1)Nc1ccccc1N1CCOCC1	-2%	-10%	12%	-7%	3%	43%
30	CN(C)c1ccc(/C=C(\C#N)C(=O)c2ccccc2)cc1	0%	-11%	?	-3%	-3%	?

item	NPC1 prom act	ELG1 genotoxic	FLuc modulator	Menin MLL FP TR	Giardia kill
16	10%	-9%	0%	2%	-3
17	-3%	2%	5%	-1%	10
18	-4%	-2%	2%	-7%	8
19	2%	-12%	-3%	-8%	-3
20	-2%	1%	-17%	·	8
21	3.5µM*	?	?	5%	-9
22	2%	-2%	1%	3%[11.7 µM]	0
23	2.8µM*	?	17µM*	-26%	-17
24	-5%	10%	1%	4%	5
25	0%	-4%	2%	-3%	25
26	0%	2%	-2%	14%	8
27	26%	2%	?	-3%	-1
28	1%	25%	4%	-5%	-2
29	-1%	-4%	1%	-21%	4
30	-3%	7%	0.43µM*	?	21

# Entries of single compounds from above:
# Record of O=C(COc1ccc(Br)cc1)NNC(=O)c1ccc(-n2cncn2)c([N+](=O)[O-])c1 → Rab9 promoter act = -2%; Gal4-VP16 FLuc = ·; p53 reactivation = 0%; BRCA1 expr up = 5%; PKM2 activator = ·; RORgamma inh = ·; NPC1 prom act = -2%; ELG1 genotoxic = 1%; FLuc modulator = -17%; Menin MLL FP TR = ·; Giardia kill = 8
# Record of O=C(Nc1ccc(OCc2ccccc2)cc1)c1cccs1 → Rab9 promoter act = 4.5µM*; Gal4-VP16 FLuc = -4%; p53 reactivation = ·; BRCA1 expr up = ?; PKM2 activator = -9%; RORgamma inh = ?; NPC1 prom act = 2.8µM*; ELG1 genotoxic = ?; FLuc modulator = 17µM*; Menin MLL FP TR = -26%; Giardia kill = -17

# (continued)
item	Compound	Rab9 promoter act	Gal4-VP16 FLuc	p53 reactivation	BRCA1 expr up	PKM2 activator	RORgamma inh
31	Cc1nn(CC(=O)NCCCN2CCCCC2)c(=O)c2cc(-c3ccccc3)nn12	1%	-5%	-3%	-1%	6%[0.46 µM]	-25%
32	COCCn1c(SCC(=O)N2CCCCC2)nc2c([nH]c3ccccc32)c1=O	3%	0%	2%	-27%	2%	11%
33	CCCCCCSc1cc(-c2nc3cnccn3c2NCc2ccccc2)ccc1OC	-4%	·	7%	0%	·	·
34	CSc1nc2ncc(-c3ccsc3)c(N)n2n1	?	6%	8%	24%	3%	32%
35	COC(=O)[C@H](C)NC(=O)Nc1ccc(C)c(C)c1	-4%	-1%	2%	-6%	1%	-1%
36	CCN(CC)CCCN1CC(=O)N2[C@@H](Cc3c([nH]c4ccccc34)C2(C)C)C1=O	3%	-2%	9%	-1%	·	-22%
37	Cc1cccc(N2C(=O)C3C4CC(=O)C(c5ccccc54)C3C2=O)c1C (configuration not stated)	-12%	-8%	12%	0%	4%	21%
38	N#CCOc1coc(CN2CCN(c3cccc(Cl)c3)CC2)cc1=O	0%	0%	-3%	-1%	·	9%

item	NPC1 prom act	ELG1 genotoxic	FLuc modulator	Menin MLL FP TR	Giardia kill
31	-2%	2%	4%	-3%	-30
32	4%	-12%	-1%	-6%	19
33	0%	-9%	-3%	·	2
34	11%	7%	-10%	-28%	22
35	-2%	-1%	-1%	7%	1
36	-3%	3%	0%	27%	5
37	-7%	2%	-15%	-21%	-12
38	2%	-2%	2%	·	-7

# Screening data: PubChem BioAssay, National Center for Advancing Translational Sciences (NCATS)
